Screening data: PubChem BioAssay, several laboratories
TR-FRET SRC-2 ct = flags TR-FRET format artefacts in PPARgamma SRC-2 recruitment agonist screen | AID 1049 | TR-FRET artefact counter-screen; stronger effect = higher value | TR-FRET ratio at 8 µM | 200,000 tested, 0.4% active; in the data active = TR-FRET ratio above about 2000; note: inactives centre near 1500
ROMK primary = human ROMK K+ channel modulation, primary screen; P48048; 130,000 tested, 2% active; AID 1918; Tet-inducible ROMK, thallium flux fluorescence; actives lie on both sides; B-score at 10 µM;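 active = signal ratio slope over the read window, or its plate-corrected B-score, at least 3 SD from the plate mean, either direction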;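 note: B-score of the F/F0 ratio slope over 7 to 12 s after thallium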
Target sequence (P48048 whole entry, looked up): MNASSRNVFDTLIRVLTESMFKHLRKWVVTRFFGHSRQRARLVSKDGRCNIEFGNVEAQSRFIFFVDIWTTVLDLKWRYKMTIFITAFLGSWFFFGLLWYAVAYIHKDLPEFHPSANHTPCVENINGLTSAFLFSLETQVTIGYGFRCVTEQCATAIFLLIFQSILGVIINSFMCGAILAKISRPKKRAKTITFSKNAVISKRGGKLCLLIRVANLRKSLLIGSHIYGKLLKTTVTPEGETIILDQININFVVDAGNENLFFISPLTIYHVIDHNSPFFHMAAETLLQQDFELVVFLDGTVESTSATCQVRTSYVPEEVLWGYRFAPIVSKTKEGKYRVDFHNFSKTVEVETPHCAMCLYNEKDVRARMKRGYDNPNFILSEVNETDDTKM
STAT1 blocker = STAT1 signaling inhibition | inhibition, % at 5.5 µM | NIH 3T3 STAT1-luciferase reporter, IFN-gamma, luminescence | 200,000 tested, 0.35% active;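 active = inhibition above a set limit, the mean inhibition across all tested compounds plus 3 SD, cut at about 34% in these data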;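 note: 0% = IFN-gamma with DMSO and 100% = IFN-gamma with 300 µM nifuroxazide; values of inactives mirror those of a sister screen read the other way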
bIAP act = intestinal alkaline phosphatase (bovine) activation; purified bovine IAP, CDP-star luminescence, 30 min; stronger effect = higher value; fold of DMSO-control signal, blank-subtracted; 200,000 tested, 0.17% active; activation factor at 20 µM; AID 1016;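 active = activation factor of 2 or more at 20 µM, a signal rise over negative controls twice the positive control's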
STAT3 act = increases IL-6 driven STAT3 reporter signal | U3A cells, IL-6 STAT3-luciferase reporter, luminescence; 100% = signal with IL-6 EC80 alone | activation (% of control), % at 5.6 µM | 190,000 tested, 0.91% active;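 active = activation above the screen-wide mean of compound activation plus 3 SD, cut at about 130% in these data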;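 note: 0% = background luminescence of wells with medium and substrate only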
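system = STAT3-luciferase reporter U3A cells | reagent = IL-6 stimulus at 33 ng/mL final | timing = 1 h compound pre-exposure, 6 h IL-6 stimulation, 37 °C | measured by = luminescence | evaluation = % activation versus median of IL-6-stimulated wells | control set = IL-6-only wells as 100% reference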
PPARg SRC2 recr = PPARgamma-driven SRC-2 recruitment agonism; PPARgamma LBD-SRC-2 recruitment, biochemical; 200,000 tested, 0.34% active; AID 1032; P37231; activation, % at 8 µM; in the data active = activation above about 22%;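 note: 0% = vehicle and 100% = reference agonist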
STAT3 blocker = STAT3 signaling inhibition | 190,000 tested, 0.89% active | inhibition, % at 5.5 µM | U3A cells, IL-6 STAT3-luciferase reporter, luminescence; host cell line lacks STAT1;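 active = inhibition above the mean inhibition across all screened compounds plus 3 SD, cut at about 44% in these data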;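 note: 0% = DMSO only wells and 100% = 100 µM nifuroxazide control wells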
PPARg SRC-3 ag = agonists of human PPARgamma SRC-3 coactivator recruitment; 200,000 tested, 0.26% active; AID 731; activation, % at 8 µM; biochemical PPARgamma/SRC-3 coactivator recruitment assay; P37231; in the data active = activation above about 23%;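 note: 0% = DMSO and 100% = reference agonist; some compounds past the cut are filed as inactive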
PPARg SRC1 recr = agonists of human PPARgamma SRC-1 coactivator recruitment. activation, % at 8 µM. P37231. AID 631. PPARgamma-SRC-1 coactivator recruitment biochemical assay. 200,000 tested, 0.41% active; in the data active = activation above about 19%;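 note: 0% = DMSO and 100% = reference agonist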
bIAP inh = intestinal alkaline phosphatase (bovine) inhibition | 190,000 tested, under 10 active | AID 1019 | inhibition, % at 20 µM | purified bovine IAP, CDP-star luminescence, 30 min;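 active = over 50% inhibition of intestinal alkaline phosphatase at 20 µM in the single-dose screen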
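test system = bovine IAP enzyme | medium = DEA buffer 100 mM, pH 9.8, with MgCl2 1.0 mM, ZnCl2 0.02 mM | detection = luminescence | dosing = single compound dose of 20 µM, 2% DMSO final | incubation = 30 min reaction at room temperature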
TNAP act hi DEA = TNAP (human) activation, high acceptor. P05186. purified TNAP, CDP-star luminescence, 1 M DEA, 30 min; stronger effect = higher value; 0 = EDTA background, 1 = DMSO-only activity. activation factor at 20 µM. 200,000 tested, under 10 active. AID 1136;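 active = activation factor at least 2 at 20 µM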
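Control set: EDTA negative control, DMSO positive control / Assay system: human TNAP / Quantity: TNAP 1/800 final / Evaluation: TNAP activation factor scaled between EDTA and DMSO control wells / Measured by: luminescent substrate turnover signal / Compound dosing: one dose, 20 µM / Times: 30 min enzyme reaction at room temperature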
* = called active by the depositor; / = not tested or not shown.

[1] CCn1cc(S(=O)(=O)CC(=O)Nc2cc(C)ccc2C)c2ccccc21
[2] Cc1onc(-c2ccccc2)c1C(=O)N1CCCN(C(=O)c2c(-c3ccccc3)noc2C)CC1
[3] Cc1ccc(NCc2ccccc2F)cc1
[4] COCc1nnc(NS(=O)(=O)c2ccc(Br)cc2)s1
[5] FC(F)(F)c1cc(Oc2ccccc2Cl)nc(-c2ccccn2)n1
[6] CSc1ccc(S(=O)(=O)NCc2ccccc2)cc1

assay / entry,1,2,3,4,5,6
TR-FRET SRC-2 ct,1774,1423,1568,1413,1384,1538
ROMK primary,/,/,-0.034,0.4,/,-0.91
STAT1 blocker,4,4,2,-4,1,-1
bIAP act,1.1,1,0.3,0.9,1,0.7
STAT3 act,99,97,97,99,107,95
PPARg SRC2 recr,3,-14,0,9,6,5
STAT3 blocker,7,7,7,5,2,13
PPARg SRC-3 ag,17,-8,0,-6,4,-3
PPARg SRC1 recr,7,-4,2,-3,2,5
bIAP inh,-8,3,/,7,-1,27
TNAP act hi DEA,1,1,1.1,1,1,1

[7] CC(C)(C)n1nc2c(c1NC(=O)COc1ccccc1F)CS(=O)(=O)C2
[8] Cc1ccc(N2C(N)=C(C#N)C(c3cccnc3)C3=C2CCCC3=O)cc1 (centres undefined)
[9] Cc1cc(C)nc(NCC(O)CNc2ccccc2Cl)n1 (centres undefined)
[10] CCOc1ccc(C(=O)Nc2cc(-c3nc4ccccc4[nH]3)ccc2C)cc1[N+](=O)[O-]
[11] NS(=O)(=O)c1ccc(CCNC(=O)CSc2nc3ccccc3c(=O)n2CCN2CCOCC2)cc1
[12] CC(=O)NC(Cc1ccccc1F)C(=O)NC1CCN(c2ncccc2[N+](=O)[O-])CC1 (centres undefined)

assay / entry,7,8,9,10,11,12
TR-FRET SRC-2 ct,1486,1486,1570,1526,1584,1705
ROMK primary,/,/,-1.6,/,-0.18,-0.27
STAT1 blocker,-5,3,-3,0,-6,-7
bIAP act,1.1,1,1,1,1.1,0.9
STAT3 act,99,102,94,120,104,108
PPARg SRC2 recr,2,1,-3,1,-1,10
STAT3 blocker,6,5,12,-12,-3,-2
PPARg SRC-3 ag,2,11,0,8,1,1
PPARg SRC1 recr,13,10,2,8,-4,-3
bIAP inh,-6,4,-2,3,-6,11
TNAP act hi DEA,1.1,1,1,1,1,0.9

[13] CC(C)C(=O)NC(=S)NCC(=O)c1ccccc1
[14] COc1ccc(C(=O)C[N+]2(C)CCOCC2)cc1
[15] COC(=O)C1C(=O)CC(C)(O)C(C(=O)OC)C1c1ccc2c(c1)OCO2 (centres undefined)
[16] C=CCn1c(COc2cccc(C)c2)nnc1SCC(=O)c1c[nH]c2c(CC)cccc12
[17] Cc1ccc(OCC(=O)NC(=S)Nc2cccc(C)n2)cc1
[18] Cc1cccc(/C(N)=N/OC(=O)c2ccc(F)cc2)c1

assay / entry,13,14,15,16,17,18
TR-FRET SRC-2 ct,1409,1399,1614,1549,1396,1537
ROMK primary,/,0.55,/,/,0.24,/
STAT1 blocker,-14,-1,0,-6,-2,-45
bIAP act,1,0.9,1,1,1.1,1
STAT3 act,107,103,102,96,96,99
PPARg SRC2 recr,-2,1,8,-1,1,-3
STAT3 blocker,2,-4,3,7,7,4
PPARg SRC-3 ag,3,-1,2,-1,3,-2
PPARg SRC1 recr,1,3,6,1,12,-2
bIAP inh,0,5,1,1,-14,3
TNAP act hi DEA,1,1,1,1,1,1

[19] CCCOc1ccc(C2c3c(oc4cc(C)c(C)cc4c3=O)C(=O)N2CCCN2CCOCC2)cc1 (centres undefined)
[20] Cc1cc(C(F)(F)F)nc(SCC(=O)Nc2ccccc2)n1
[21] CCOC(=O)c1nn(-c2ccccc2)c2nc(-c3ccc(OC)cc3)c(C#N)c(=O)n12
[22] O=C(CN1CCN(S(=O)(=O)c2cc(Cl)ccc2Cl)CC1)Nc1ccc2c(c1)OCCO2
[23] Cc1cc(NC(=O)c2cc(C)on2)no1

assay / entry,19,20,21,22,23
TR-FRET SRC-2 ct,1544,1570,1575,1473,1532
ROMK primary,/,/,/,/,0.71
STAT1 blocker,5,-5,0,-8,5
bIAP act,1,0.9,0.9,1,0.9
STAT3 act,108,92,101,101,91
PPARg SRC2 recr,4,1,6,3,2
STAT3 blocker,-5,13,-1,6,13
PPARg SRC-3 ag,6,9,2,-3,12
PPARg SRC1 recr,4,4,-1,-7,4
bIAP inh,1,12,7,-1,11
TNAP act hi DEA,1,1,1,1,1

Among those listed so far, eight contain four or more nitrogen atoms:
[2] Cc1onc(-c2ccccc2)c1C(=O)N1CCCN(C(=O)c2c(-c3ccccc3)noc2C)CC1
[8] Cc1ccc(N2C(N)=C(C#N)C(c3cccnc3)C3=C2CCCC3=O)cc1 (centres undefined)
[9] Cc1cc(C)nc(NCC(O)CNc2ccccc2Cl)n1 (centres undefined)
[10] CCOc1ccc(C(=O)Nc2cc(-c3nc4ccccc4[nH]3)ccc2C)cc1[N+](=O)[O-]
[11] NS(=O)(=O)c1ccc(CCNC(=O)CSc2nc3ccccc3c(=O)n2CCN2CCOCC2)cc1
[12] CC(=O)NC(Cc1ccccc1F)C(=O)NC1CCN(c2ncccc2[N+](=O)[O-])CC1 (centres undefined)
[16] C=CCn1c(COc2cccc(C)c2)nnc1SCC(=O)c1c[nH]c2c(CC)cccc12
[21] CCOC(=O)c1nn(-c2ccccc2)c2nc(-c3ccc(OC)cc3)c(C#N)c(=O)n12

assay / entry,2,8,9,10,11,12,16,21
TR-FRET SRC-2 ct,1423,1486,1570,1526,1584,1705,1549,1575
ROMK primary,/,/,-1.6,/,-0.18,-0.27,/,/
STAT1 blocker,4,3,-3,0,-6,-7,-6,0
bIAP act,1,1,1,1,1.1,0.9,1,0.9
STAT3 act,97,102,94,120,104,108,96,101
PPARg SRC2 recr,-14,1,-3,1,-1,10,-1,6
STAT3 blocker,7,5,12,-12,-3,-2,7,-1
PPARg SRC-3 ag,-8,11,0,8,1,1,-1,2
PPARg SRC1 recr,-4,10,2,8,-4,-3,1,-1
bIAP inh,3,4,-2,3,-6,11,1,7
TNAP act hi DEA,1,1,1,1,1,0.9,1,1

An excerpt of these results, tab-delimited:
item	mol	TR-FRET SRC-2 ct	ROMK primary	STAT1 blocker	bIAP act	STAT3 act	PPARg SRC2 recr	STAT3 blocker	PPARg SRC-3 ag	PPARg SRC1 recr	bIAP inh	TNAP act hi DEA
21	CCOC(=O)c1nn(-c2ccccc2)c2nc(-c3ccc(OC)cc3)c(C#N)c(=O)n12	1575	/	0	0.9	101	6	-1	2	-1	7	1
22	O=C(CN1CCN(S(=O)(=O)c2cc(Cl)ccc2Cl)CC1)Nc1ccc2c(c1)OCCO2	1473	/	-8	1	101	3	6	-3	-7	-1	1
